ERp5 block: inhibitors of human ERp5; inhibition, % at 9.99 µM; AID 651711; 350,000 tested, 0.05% active; Q15084; ERp5 insulin aggregation, absorbance 650 nm, 90 min;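 active = mean replicate inhibition above about 25%, with every replicate also reaching it, limit read from the data, passing the limit was not always enough; inconclusive = only one of those two criteria met; inactive = neither criterion met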
SIRT5 inh: blocks human SIRT5 desuccinylation of peptide | Q9NXA8 | AID 652115 | 330,000 tested, 1.1% active | inhibition, % at 15 µM | Purified SirT5, succinyl-peptide AMC, trypsin-coupled fluorescence; in the data active = inhibition above about 15%; inconclusive = no clear call, values can overlap the other calls
Target sequence (Q9NXA8 whole entry, looked up): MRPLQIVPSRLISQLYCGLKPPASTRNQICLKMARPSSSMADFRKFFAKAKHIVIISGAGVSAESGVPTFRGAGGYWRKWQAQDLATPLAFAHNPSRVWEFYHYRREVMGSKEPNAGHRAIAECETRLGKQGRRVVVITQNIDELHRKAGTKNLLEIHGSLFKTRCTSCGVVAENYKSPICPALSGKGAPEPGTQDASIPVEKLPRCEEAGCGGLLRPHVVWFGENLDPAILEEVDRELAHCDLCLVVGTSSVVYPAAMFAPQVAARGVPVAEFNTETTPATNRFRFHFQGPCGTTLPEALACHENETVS
DENV2 CPE rescue: protects cells from dengue virus 2 cytopathic effect. DENV2-infected cells, cytopathic effect rescue, plate reader. CPE inhibition, % at 9.99 µM. 350,000 tested, 1.7% active. AID 651640; in the data active = CPE inhibition above about 20%, passing the limit was not always enough; inconclusive = no clear call, values can overlap the other calls; tested in BHK-21 cells;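 note: 0% = median of neutral control wells and 100% = median of positive control wells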
S100A4 MyoIIA: S100A4-myosin IIA interaction inhibition. P26447. S100A4/TAMRA-MyoIIA peptide fluorescence polarization. inhibition, % at 10.7 µM. 360,000 tested, 0.14% active;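 active = mean inhibition of at least 70% across replicates, with every replicate also reaching that level; inconclusive = mean inhibition reaches 70% but some replicates fall short; inactive = mean inhibition below 70%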
Target sequence (P26447 whole entry, looked up): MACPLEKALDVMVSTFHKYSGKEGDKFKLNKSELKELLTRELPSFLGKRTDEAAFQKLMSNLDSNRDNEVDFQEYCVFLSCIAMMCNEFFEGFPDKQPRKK
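Test system: S100A4 monomer protein. Medium: HEPES buffer with Ca2+, pH 7.2. Reagent: fluorescent myosin IIA peptide, 5 nM. Compound dosing: single-point compound testing. Timing: 5 min between mix addition and reading. Benchmarks: DMSO neutral and TFP positive wells.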
E-sel inducer: induces E-selectin expression in human endothelial cells; activation, % at 7.58 µM; P16581; 260,000 tested, 0.37% active; HUVEC E-selectin immunofluorescence imaging; normalized: neutral wells 0, TNF-alpha wells 100;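 active = mean E-selectin-positive cell signal at least 10% of the positive control, reached in at least 60% of replicates, without over 20% cell loss; inconclusive = no rule given, readout overlaps actives, possibly toxicity-flagged; inactive = the rest, including those meeting only one limit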;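 note: in these data hits start at about 27%; measured in HUVEC primary endothelial cells; signal is the percent of cells scored E-selectin positive by PE staining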
Target sequence (P16581 whole entry, looked up): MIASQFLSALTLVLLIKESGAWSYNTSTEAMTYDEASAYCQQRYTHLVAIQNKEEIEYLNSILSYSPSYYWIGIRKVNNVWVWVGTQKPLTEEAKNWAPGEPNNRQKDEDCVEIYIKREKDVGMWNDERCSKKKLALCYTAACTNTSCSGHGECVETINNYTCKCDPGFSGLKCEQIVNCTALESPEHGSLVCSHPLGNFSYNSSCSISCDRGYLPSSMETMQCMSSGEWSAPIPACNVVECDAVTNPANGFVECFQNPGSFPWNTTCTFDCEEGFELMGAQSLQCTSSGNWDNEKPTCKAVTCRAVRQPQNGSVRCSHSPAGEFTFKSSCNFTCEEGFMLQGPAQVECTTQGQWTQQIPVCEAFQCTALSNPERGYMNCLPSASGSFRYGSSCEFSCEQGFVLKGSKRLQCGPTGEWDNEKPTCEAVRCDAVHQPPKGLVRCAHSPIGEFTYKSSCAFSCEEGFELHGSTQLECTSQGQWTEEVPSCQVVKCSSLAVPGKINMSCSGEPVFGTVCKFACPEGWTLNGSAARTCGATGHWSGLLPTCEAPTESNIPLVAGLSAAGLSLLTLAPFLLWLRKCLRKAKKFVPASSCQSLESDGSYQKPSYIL
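Assay system: HUVEC primary endothelial cells. Input: 3,000 HUVEC seeded per well. Doses: one compound dose added by pin transfer. Read-out basis: % PE-positive cells. Benchmarks: TNF-alpha high, DMSO low. Detection: immunofluorescence imaging. Buffer or medium: EGM-2, gelatin.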
PglD inh: blocks C. jejuni PglD acetyltransferase activity; purified PglD enzyme, DTNB colorimetric CoA detection; inhibition, % at 12.5 µM; 360,000 tested, 0.098% active; AID 602405; in the data active = inhibition above about 16%, passing the limit was not always enough; inconclusive = no clear call, values can overlap the other calls; note: strong numbers were not always called active
Statin myotox sup: suppression of simvastatin myotoxicity; 330,000 tested, 0.78% active; AID 602340; rescue of ATP level, % at 7.49 µM; C2C12 myotubes + simvastatin, ATP luminescence, 48 h; scaled: DMSO 0, geranylgeraniol control 100;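 active = mean ATP rescue above about 67%, or every replicate alone reaching that limit, limit read from the data, passing the limit was not always enough; inconclusive = no clear call, values can overlap the other calls; inactive = mean under the limit and some replicate under it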;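 note: myotubes were challenged with 10 µM simvastatin during compound exposure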
The depositor's hits bear a star.

Nc1cc(Br)cc2c1[nH]c(=O)c1ccccc12 was read as ERp5 block -3, DENV2 CPE rescue 6, S100A4 MyoIIA 1, E-sel inducer 0.5 and PglD inh 0.
CO[C@H]1CN(C)C(=O)c2ccc(NS(=O)(=O)c3c(C)noc3C)cc2OC[C@@H](C)NC[C@@H]1C was read as ERp5 block 5, SIRT5 inh 2, DENV2 CPE rescue 17, S100A4 MyoIIA -3, E-sel inducer 0.4, PglD inh 0 and Statin myotox sup -9.
For CN(C)c1ccc(C(O)Cc2nc3ccccc3n2C)cc1 (configuration not stated) the results were ERp5 block 4, SIRT5 inh -3, DENV2 CPE rescue -4, S100A4 MyoIIA -3, E-sel inducer 1.6, PglD inh -8 and Statin myotox sup -18.
Screening COCCNC(=O)C[C@@H]1C[C@@H]2c3cc(NC(=O)NC4CCCCC4)ccc3O[C@@H]2[C@H](CO)O1 returned ERp5 block 5, SIRT5 inh 0, DENV2 CPE rescue -4, S100A4 MyoIIA 3, E-sel inducer -0.1, PglD inh 2 and Statin myotox sup 0.
For CC1Sc2ccc(S(=O)(=O)CCC(=O)N(C)Cc3ccco3)cc2NC1=O (configuration not stated) the results were ERp5 block -1, SIRT5 inh -1, DENV2 CPE rescue -2, S100A4 MyoIIA -2, E-sel inducer 9.5, PglD inh -1 and Statin myotox sup 8.
For Cc1noc(C)c1COC(=O)COc1ccc(C#N)cc1 the results were ERp5 block 5, SIRT5 inh 1 and S100A4 MyoIIA -3.
For COc1cccc(C2=Cc3ccc(F)cc3C(CC(C)=O)N2c2ccc(C#CC3(O)CCCCC3)cc2)c1 (configuration not stated) the results were ERp5 block 0, SIRT5 inh -2, DENV2 CPE rescue 7 and S100A4 MyoIIA -1.
`COc1ccc(NC(=O)CN(C)C(=O)CCC(=O)c2ccc(C)cc2)cc1` gave ERp5 block -2, SIRT5 inh 0, DENV2 CPE rescue -3, S100A4 MyoIIA 1, E-sel inducer -0.1, PglD inh 1 and Statin myotox sup 3.
O=C(Nc1ccccc1)Nc1nnc(COc2ccccc2F)s1 was read as ERp5 block 2, SIRT5 inh 1, DENV2 CPE rescue 2, S100A4 MyoIIA -1 and E-sel inducer -0.1.
`N#Cc1ccccc1S(=O)(=O)c1ccccc1C(=O)Nc1ccccc1` gave ERp5 block -2, SIRT5 inh -5, DENV2 CPE rescue 5, S100A4 MyoIIA -3, PglD inh 12 and Statin myotox sup 3.
`Cn1c(=O)[nH]c(=O)c2c1nc(SCC(O)CO)n2Cc1ccccc1Cl` (configuration not stated) gave ERp5 block 6, SIRT5 inh 5, DENV2 CPE rescue 0, S100A4 MyoIIA 1 and Statin myotox sup 3.
For COc1ccc2cc(S(=O)(=O)NC3CC(C)(C)NC(C)(C)C3)ccc2c1 the results were ERp5 block -1, SIRT5 inh 0, DENV2 CPE rescue -2, S100A4 MyoIIA -2, E-sel inducer -0.3 and PglD inh -1.
`N#Cc1ccc(-c2ccc(OCC(O)CN3CCOCC3)cc2)cc1` (configuration not stated) gave ERp5 block -1, SIRT5 inh -4, DENV2 CPE rescue 0 and S100A4 MyoIIA -12.
CCN(CC)Cc1ccc(NC(=O)c2sc3cc(Cl)ccc3c2Cl)cc1 was read as ERp5 block 2, SIRT5 inh 2, DENV2 CPE rescue -16, S100A4 MyoIIA -2 and E-sel inducer 4.0.
For CCc1ccc(N(CC(=O)NCc2ccc3c(c2)OCO3)C(=O)c2csnn2)cc1 the results were ERp5 block -1, SIRT5 inh -2, DENV2 CPE rescue 6, S100A4 MyoIIA -1, PglD inh -2 and Statin myotox sup -4.
For O=C(C[C@H]1C=C[C@@H](NC(=O)c2ccccc2)[C@@H](CO)O1)NCc1ccncn1 the results were ERp5 block -2, SIRT5 inh 1, DENV2 CPE rescue 8, S100A4 MyoIIA 5, E-sel inducer 0.0, PglD inh -3 and Statin myotox sup -1.
`CCCNC(=O)C[C@@H]1CC[C@H]2[C@@H](COc3ccc(NC(=O)c4cccc(OC)c4)cc3C(=O)N2C)O1` gave ERp5 block 2, SIRT5 inh -2, DENV2 CPE rescue 46*, S100A4 MyoIIA -3, E-sel inducer 0.0, PglD inh 0 and Statin myotox sup -2.
Screening O=C(CN(Cc1ccccc1Cl)C(=O)CCC(=O)Nc1nccs1)NCC1CCCO1 (configuration not stated) returned ERp5 block 1, SIRT5 inh -7, DENV2 CPE rescue 0, S100A4 MyoIIA -15 and Statin myotox sup 4.
`COc1ccc2cc(CO)c3cc(OC)c(OC)cc3c2c1` gave ERp5 block 0, DENV2 CPE rescue 15, S100A4 MyoIIA 7, PglD inh 9 and Statin myotox sup -37.
Screening CCS(=O)(=O)c1nc(S(=O)(=O)c2ccc(C)cc2)c(N2CCCC2)s1 returned ERp5 block -2, SIRT5 inh -2, DENV2 CPE rescue 9, S100A4 MyoIIA 3, E-sel inducer 0.4, PglD inh -6 and Statin myotox sup 23.
`C/C=C/c1ccc2c(c1)O[C@H](CN(C)C(=O)CC)[C@H](C)CN([C@H](C)CO)S2(=O)=O` gave ERp5 block 13, SIRT5 inh -4, DENV2 CPE rescue -2, S100A4 MyoIIA 5, E-sel inducer 0.0, PglD inh 1 and Statin myotox sup -8.
For Cc1cc(NC(=O)C2CCCN2C(=O)Nc2cccc(Cl)c2)ccc1-n1cnnn1 (configuration not stated) the results were ERp5 block 7, SIRT5 inh 1, DENV2 CPE rescue -10, S100A4 MyoIIA 4, E-sel inducer 0.1, PglD inh -3 and Statin myotox sup 9.
`CC(=O)Nc1ccc(S(=O)(=O)Nc2cc([N+](=O)[O-])ccc2C)cc1` gave ERp5 block 0, SIRT5 inh 4, DENV2 CPE rescue 0, S100A4 MyoIIA 5 and Statin myotox sup 12.
`CC(=O)N=c1sc2c3ccccc3ccc2n1C` gave ERp5 block -1, SIRT5 inh -6, S100A4 MyoIIA 30, PglD inh 0 and Statin myotox sup 1.
For Cc1cc(C)nc(SCCN2CCCCC2)n1 the results were ERp5 block 5, SIRT5 inh 12, DENV2 CPE rescue -5, S100A4 MyoIIA -2 and E-sel inducer 0.0.
COc1ccc(NC(=O)N(C)C[C@@H]2Oc3cc(-c4ccc(C)cc4)ccc3S(=O)(=O)N([C@@H](C)CO)C[C@@H]2C)cc1 was read as ERp5 block 1, SIRT5 inh 2, DENV2 CPE rescue 4, S100A4 MyoIIA -4, E-sel inducer -0.1, PglD inh -2 and Statin myotox sup 16.
Screening C[C@H](CO)N1C[C@H](C)[C@@H](CN(C)Cc2ccc3c(c2)OCO3)Oc2ccc(NC(=O)c3ccncc3)cc2C1=O returned ERp5 block -7, SIRT5 inh -3, DENV2 CPE rescue 6, S100A4 MyoIIA 5, E-sel inducer -1.2, PglD inh 0 and Statin myotox sup 2.
Screening C/C(=N\NC(=O)c1nnn(-c2nonc2N)c1-c1ccc2c(c1)OCO2)c1ccc(F)cc1 returned ERp5 block 2, SIRT5 inh -3, DENV2 CPE rescue 12, S100A4 MyoIIA -51, PglD inh -1 and Statin myotox sup -64.
Screening CC12CN(NC(=O)c3ccccc3F)C3(C#N)CC1CCC23C (configuration not stated) returned ERp5 block 6, SIRT5 inh 3, DENV2 CPE rescue -1, S100A4 MyoIIA 2 and E-sel inducer 0.0.
For COc1ccc(CC(=O)NCc2nnc(SCC(=O)Nc3nccs3)n2C)cc1 the results were ERp5 block 3, SIRT5 inh 1, DENV2 CPE rescue -5 and S100A4 MyoIIA -12.

Already shown: an excerpt of the list.
Screening C/C(=N\NC(=O)c1nnn(-c2nonc2N)c1-c1ccc2c(c1)OCO2)c1ccc(F)cc1 returned ERp5 block 2, SIRT5 inh -3, DENV2 CPE rescue 12, S100A4 MyoIIA -51, PglD inh -1 and Statin myotox sup -64.
Screening CC12CN(NC(=O)c3ccccc3F)C3(C#N)CC1CCC23C (configuration not stated) returned ERp5 block 6, SIRT5 inh 3, DENV2 CPE rescue -1, S100A4 MyoIIA 2 and E-sel inducer 0.0.
For COc1ccc(CC(=O)NCc2nnc(SCC(=O)Nc3nccs3)n2C)cc1 the results were ERp5 block 3, SIRT5 inh 1, DENV2 CPE rescue -5 and S100A4 MyoIIA -12.

Continued:
O=C(COC(=O)COc1ccc2ccccc2c1)NC1CCCc2ccccc21 (configuration not stated) was read as ERp5 block 0, SIRT5 inh 1, DENV2 CPE rescue -5, S100A4 MyoIIA -7, E-sel inducer 2.3 and PglD inh 2.
For Cc1noc(C)c1S(=O)(=O)N(C)C[C@@H]1Oc2ccc(NC(=O)Nc3ccc(F)cc3)cc2CC(=O)N([C@@H](C)CO)C[C@@H]1C the results were ERp5 block -1, SIRT5 inh 6, DENV2 CPE rescue -8, S100A4 MyoIIA 5, E-sel inducer 51*, PglD inh 1 and Statin myotox sup 8.
`CCOC(=O)c1cc(OCC)c2c(ccc3ccccc32)n1` gave ERp5 block -2, SIRT5 inh 1, DENV2 CPE rescue inconclusive, S100A4 MyoIIA -1, PglD inh 0 and Statin myotox sup 5.
Screening O=S(=O)(Nc1ccc(-n2cnnn2)cc1)c1ccc(Cl)cc1 returned ERp5 block -6, SIRT5 inh 0, DENV2 CPE rescue -6, S100A4 MyoIIA 10, PglD inh -4 and Statin myotox sup 2.
For Cc1cc(S(=O)(=O)N2CCOCC2)ccc1OCC(=O)Nc1ccc(F)c(Cl)c1 the results were ERp5 block -2, SIRT5 inh -6, DENV2 CPE rescue -4, S100A4 MyoIIA -6, PglD inh 0 and Statin myotox sup 7.
Screening CCNC(=O)N1CCCC(C(=O)c2ccc3cc(OC)ccc3c2)C1 (configuration not stated) returned ERp5 block -6, SIRT5 inh -6, DENV2 CPE rescue 8, S100A4 MyoIIA -5 and E-sel inducer -0.7.
`CC1=CC=CC2=NC(=O)CC(C)(C(=O)N(CC(=O)NC3CCCC3)Cc3ccc(Cl)cc3)N12` (configuration not stated) gave ERp5 block -2, SIRT5 inh -15, DENV2 CPE rescue -1, S100A4 MyoIIA 0, PglD inh 3 and Statin myotox sup 3.
O=C(C[C@H]1C[C@@H]2c3cc(NC(=O)C4CCC4)ccc3O[C@@H]2[C@H](CO)O1)NCc1ccc(-c2ccccc2)cc1 was read as ERp5 block -1, SIRT5 inh 7, DENV2 CPE rescue 0, S100A4 MyoIIA 4, E-sel inducer 0.8, PglD inh 1 and Statin myotox sup -77.
Screening C[C@H]1CN([C@@H](C)CO)C(=O)Cc2cc(NC(=O)C3CC3)ccc2O[C@H]1CN(C)CC1CC1 returned ERp5 block -4, SIRT5 inh -2, DENV2 CPE rescue 13, S100A4 MyoIIA -21, E-sel inducer 0.9, PglD inh 1 and Statin myotox sup 0.
Screening CCC(=O)N1CCCCN2[C@@H](CO)[C@H](c3ccc(-c4cccc(C(=O)N(C)C)c4)cc3)[C@@H]2C1 returned ERp5 block 0, SIRT5 inh -2, DENV2 CPE rescue -6, S100A4 MyoIIA 13, E-sel inducer -0.1 and PglD inh 2.
For CCOC(=O)[C@]12CCC=C1N(Cc1ccc3c(c1)OCO3)C(=O)[C@H](CC(=O)NCC13CC4CC(CC(C4)C1)C3)C2 the results were ERp5 block -2, SIRT5 inh 0, S100A4 MyoIIA -4 and E-sel inducer 0.0.
`COc1ccc(N2CCN(C(=O)[C@@H]3CCCN3C3=NS(=O)(=O)c4ccccc43)CC2)cc1` gave ERp5 block -3, SIRT5 inh -3, DENV2 CPE rescue 1, S100A4 MyoIIA -4, E-sel inducer 1.1, PglD inh 2 and Statin myotox sup 2.
CCOc1ccc2nc(N3CCCC(C(=O)NCCCN4CC(C)CC(C)C4)C3)sc2c1 (configuration not stated) was read as ERp5 block 3, SIRT5 inh -4, DENV2 CPE rescue -3, S100A4 MyoIIA -3, PglD inh -5 and Statin myotox sup -17.
`CN(C)c1ccc2c(=O)cc[nH]c2c1` gave ERp5 block 1, SIRT5 inh -63, DENV2 CPE rescue -16, S100A4 MyoIIA -3 and E-sel inducer -0.2.

Bioassay records: PubChem BioAssay, Broad Institute

These rows are one share of the data; rates above refer to the full screens.
